# Assay outcomes from PubChem BioAssay.
# Vif-A3F inh: qHTS for Inhibitors of Vif-A3F Interactions: qHTS. Potency, µM (highest dose often 46.1 µM), for the others: at the top dose activity, negative = active. HeLa A3F-eYFP + Vif (tagged APOBEC3F with the HIV-1 protein that degrades it), YFP fluorescence increase. hit rate 0.2% among 390,000; also: potency is read from the fitted curve at half-maximal effect; % of control where 0% means no effect; nearly all actives have a fitted effect of over 65% in size
#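 HeLa cells stably expressing Vif plus C-terminally eYFP-tagged A3F were seeded, incubated overnight at 37 deg C, dosed with compound, incubated overnight again at 37 deg C. Yellow fluorescence (Ex 488/Em 500-530) reported blocked Vif-mediated A3F-eYFP degradation.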
# USP1 inh: Inhibitors of USP1/UAF1: Primary Screen; Ubiquitin carboxyl-terminal hydrolase 1 (Homo sapiens), O94782; recombinant USP1/UAF1, Ub-Rhodamine cleavage fluorescence; Potency, µM (titrated, usually from 57.1 µM), for the others: at the top dose activity change, negative = inhibition, hits mostly inhibitors; hit rate 0.23% among 390,000; also: potency is read from the fitted curve at half-maximal effect; % is scaled to controls: 0 for no effect and ±100 for the full control effect; nearly all actives have a fitted effect of over 60% in size; inactives centre near -12
#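 USP1/UAF1 complex at 1 nM was preincubated with compound for 15 min at room temperature, then Ub-Rho substrate (150nM final) was added. Fluorescence (480/540 nm) was read kinetically, 6 reads every 60 seconds.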
# TrxR1 substrate: qHTS Assay for Substrates of Mammalian Selenoprotein Thioredoxin Reductase 1 (TrxR1): qHTS. Potency, µM (highest dose often 114 µM), inactives show at the highest dose activity change, negative = substrate turnover. Thioredoxin reductase 1, cytoplasmic (Rattus norvegicus), O89049. hit rate 0.01% among 390,000. AID 588456, 2011. purified TrxR1 substrate turnover, NADPH consumption readout; also: potency is read from the fitted curve at half-maximal effect; % is scaled to controls: 0 for no effect and ±100 for the full control effect; nearly all actives have a fitted effect of over 50% in size
#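 Rat TrxR1, dispensed at 90 nM, was prereduced with 400 uM NADPH (final) for 5 min at ~22 deg C, then incubated with compound 15 min before 400 uM selenite. A first-read NADPH fluorescence drop versus no-compound background flagged substrates.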
# Vif-A3G inh: qHTS for Inhibitors of Vif-A3G Interactions: qHTS; hit rate 0.076% among 410,000; HeLa A3G-eYFP + Vif (tagged APOBEC3G with the HIV-1 protein that degrades it), YFP fluorescence, overnight; Potency, µM (top dose mostly 46.1 µM), for inactives: at the highest dose activity, negative = active, actives largely listed as inhibitors; AID 602310, 2012;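 also: potency is read from the fitted curve at half-maximal effect; % is scaled to controls: 0 for no effect and ±100 for the full control effect; nearly all actives have a fitted effect of over 60% in size; hits raise eYFP signal because A3G escapes Vif-driven loss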
# Target sequence (Q9HC16 whole entry, looked up): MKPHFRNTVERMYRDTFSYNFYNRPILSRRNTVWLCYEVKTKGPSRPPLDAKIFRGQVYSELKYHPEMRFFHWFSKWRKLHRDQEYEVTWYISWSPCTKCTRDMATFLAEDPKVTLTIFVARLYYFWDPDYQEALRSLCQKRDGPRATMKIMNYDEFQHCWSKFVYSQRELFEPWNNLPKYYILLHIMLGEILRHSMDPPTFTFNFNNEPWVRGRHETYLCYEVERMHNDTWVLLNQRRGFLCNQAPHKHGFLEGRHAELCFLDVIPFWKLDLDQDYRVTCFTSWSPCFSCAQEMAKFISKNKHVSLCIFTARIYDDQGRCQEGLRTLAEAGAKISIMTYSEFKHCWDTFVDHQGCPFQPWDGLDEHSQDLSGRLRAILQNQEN
#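 Read-out is eYFP fluorescence (Ex 488/Em 500-530) from Vif-expressing HeLa A3G-eYFP cells; more signal means A3G escaped Vif-mediated degradation. Cells plated overnight, compound pinned in, incubated overnight at 37 deg C.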
# GRP78 ERSR act: qHTS for Inducers of the Endoplasmic Reticulum Stress Response (ERSR) in Human Glioma: qHTS | hit rate 0.02% among 420,000 | Potency, µM, for the others: at the highest dose activation, actives largely listed as activators | U87-MG GRP78 promoter luciferase reporter, 16 h; also: potency is read from the fitted curve at half-maximal effect; series mostly up to about 76 µM; % of control where 0% means no effect; nearly all actives have a fitted effect of over 35% in size
#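 Stably transfected U87-MG glioma cells carrying a GRP78-based luciferase sensor; 16 h compound incubation. Luminescence end-point read 10 min after Bright-Glo addition at room temperature.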
# PI4K2A inh: qHTS for small molecular inhibitors of PI4K2A; purified PI4K2A, ADP-Glo luminescence, 1 h; active compounds read low; activity change, negative = inhibition, % at 76.9 µM; hit rate 0.13% among 420,000; AID 1346378, 2018; in the data active = activity change below about -50%; inconclusive = mostly about -30% to -49%;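 also: -100% = wells without enzyme as full effect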
#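 Compounds are screened against recombinant PI4K2A using PI as substrate and ATP, the latter dispensed at 300 microM. Reactions run one hour at ambient temperature before ADP-Glo detection; full inhibition defined by wells lacking enzyme.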
# RXFP1 agonist: qHTS Assay for Agonists of the Relaxin Receptor RXFP1; Relaxin receptor 1 (Homo sapiens), Q9HBX9; HEK293T-RXFP1 cAMP TR-FRET, 30 min; response scale: percent of porcine relaxin response, buffer zero; Potency, µM (doses to about 57.5 µM), for inactives: at the highest dose activation, actives largely listed as activators; hit rate 0.3% among 370,000; also: potency is read from the fitted curve at half-maximal effect; % is scaled to controls: 0 for no effect and ±100 for the full control effect; nearly all actives have a fitted effect of over 60% in size; many of its hits are not listed in these tables
#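 HEK293 cells stably expressing RXFP1, treated 30 min at 37C with compounds plus PDE4 inhibitor Ro 20174; cAMP measured by HTRF TR-FRET. Normalized to buffer and 29 nM porcine relaxin; EC50 by Hill fit.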
# mIDH1 inhibitor: qHTS for Inhibitors of mutant isocitrate dehydrogenase 1 (IDH1): qHTS; IDH1-R132H enzyme, NADPH consumption, diaphorase/resazurin fluorescence; Potency, µM (doses to about 76.6 µM), for the others: at the highest dose activity change, negative = inhibition, most hits filed as inhibitors; hit rate 0.093% among 390,000; also: potency is read from the fitted curve at half-maximal effect; % is scaled to controls: 0 for no effect and ±100 for the full control effect; nearly all actives have a fitted effect of over 65% in size
# Target sequence (O75874 whole entry R132H, stated change not applied): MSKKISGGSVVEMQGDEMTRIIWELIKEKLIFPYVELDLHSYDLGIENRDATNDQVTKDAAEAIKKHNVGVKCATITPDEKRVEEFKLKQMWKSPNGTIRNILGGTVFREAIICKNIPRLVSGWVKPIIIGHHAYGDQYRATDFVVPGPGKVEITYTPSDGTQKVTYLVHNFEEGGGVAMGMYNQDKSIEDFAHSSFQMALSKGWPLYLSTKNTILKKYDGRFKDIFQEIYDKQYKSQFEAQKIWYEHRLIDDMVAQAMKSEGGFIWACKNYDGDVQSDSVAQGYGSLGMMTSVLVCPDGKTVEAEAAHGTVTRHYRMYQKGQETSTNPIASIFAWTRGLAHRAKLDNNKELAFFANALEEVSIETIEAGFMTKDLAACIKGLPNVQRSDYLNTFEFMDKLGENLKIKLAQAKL
#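 IDH1-R132H (0.5 ug/mL) preincubated 30 min with compound, then NADPH (0.016 mM) and alpha-KG (2 mM) added; 80 min at RT, pH 7.5. Remaining NADPH coupled via diaphorase/resazurin to fluorescence (540/590 nm); concentration-response curves normalized to no-enzyme control.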
# LDHA inh: qHTS assay for inhibitors of human lactate dehydrogenase; activity change, % (values are at about 110 or 230 µM); purified LDHA, NADH/diaphorase-resazurin fluorescence; active compounds read low; L-lactate dehydrogenase A chain (Homo sapiens), P00338; hit rate 0.15% among 480,000; AID 1347041, 2019; in the data active = activity change below about -30%; inconclusive = mostly about -25% to -30%;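 also: plate controls were DMSO wells for no effect and wells without enzyme for full effect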
#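 Enzyme activity of human lactate dehydrogenase 5 (2 nM; 0.06 mM NADH, 0.2 mM pyruvate, 5 min, RT) is measured via a resazurin/diaphorase fluorescence readout of residual NADH.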
# * hit, by the source's call; ? = inconclusive; . = not tested or not shown; & = joins results of further samples; [ ] = remark or other dose. Unless noted, calls follow the shape of the dose curve; as a rule, active = well fitted curve in the direction sought with a large enough effect; inconclusive = small, poorly fitted or top-dose-only effect, or another doubt; inactive = no such curve, though single readings can be large; an effect the other way counts as inactive or inconclusive. Only part of the results is shown, so the mix of outcomes need not match the whole.
SMILES,Vif-A3F inh,USP1 inh,TrxR1 substrate,Vif-A3G inh,GRP78 ERSR act,PI4K2A inh,RXFP1 agonist,mIDH1 inhibitor,LDHA inh
Cc1cc(O)c2c(c1)C(=O)c1cc(O)cc(O)c1C2=O,-1%,12%,0%[57.1 µM],-1%,-7%&1%&0%,-22&-11,.,-4%,-2
O=C(Cc1ccccc1)Nc1ccccc1N1CCN(c2ccccc2)CC1,1%,0%,-7%,-7%,-5%,-5,0.3%,4%,1
COc1ccc(NC(=O)CN(c2ccccc2C)S(C)(=O)=O)c(OC)c1,-3%,5%,1%,4%,0%,-3,1.2%,1%,-2
CCOC(=O)Cn1cc(C(=O)OC)c2ccccc21,0%,-19%,11%[57.1 µM],1%,-2%,-1,0.4%,2%,-5
Cc1c(Cl)c(C(=O)N2CCCC2)nn1C,-2%,-12%,-13%,-1%,-4%,-1,-1.5%,4%,-10
CCN(CC)c1ccc2cc(-c3nnc(-c4cccc(Cl)c4)o3)c(=O)oc2c1,?,-191%,3%,?,-1%,-1,-1.5%,-14%,-11
O=C(COc1ccccc1)N1CCN=C1SCc1cccnc1,-3%,-15%,-2%,1%,-3%,-7,1.4%,4%,1
C[C@H]1CC[C@H]2C(=O)N[C@H](Cc3ccccc3)C(=O)N2[C@@H]1c1ccccc1,-4%,-18%,5%,1%,-2%&-6%,3,2.7%,21%,-1
COc1cc(C=O)ccc1OCCOCCOc1cc(C)ccc1Cl,5%,-11%,7%[57.1 µM],-1%,-3%,4,-1.1%,0%,-7
CCc1ccc2nc3nc(C)cc(C)c3c(N)c2c1,-3%,-4%,130%[activator],2%,-1%,0,0.9%,10%,3
C=CCNC(=S)NNC(=O)c1ccc(OCC)cc1,0%,-6%,-3%,0%,-2%,-5,0.7%,3%,5
O=C(Nc1ccccc1Cl)c1ccc(S(=O)(=O)NCC2CCCO2)cc1 (configuration not stated),4%,-19%,4%[57.1 µM],0%,0%,-2,4.3%,-7%,-6
O=S(=O)(Nc1cc(Cl)ccc1-n1cncn1)c1cc(Br)ccc1Br,2%,-22%,0%,-8%,-2%,-4,-0.8%,-1%,-2
O=C(Cc1ccsc1)OCC(=O)c1ccccc1,2%,-17%,-9%,1%,-4%,2,.,-9%,-3
COC(=O)c1ccc(NC(C)C(=O)OC)c([N+](=O)[O-])c1 (configuration not stated),8%,-15%,-6%,-1%,7%,7,1.7%,4%,-7
CCCOc1ccc(CN(CCO)CCO)cc1C(=O)OC,-8%,2%,6%,-7%,-3%,-5,0.2%,-4%,4
N#CC1=C(N)n2c(s/c(=C\c3cccs3)c2=O)=C(C#N)C1c1cccs1 (configuration not stated),?,-22%,-8%,?,2%,-1,3.6%,2%,1
Cc1cccc(Nc2c3c(nc4ncnn24)CCC3)c1,8%,-14%,-8%,0%,-4%,4,-1.1%,1%,-3
CCOC(=O)c1sc(NC(=O)CSc2nccn2C)nc1C,1%,-5%,-7%,-6%,-2%,-4,0.2%,0%,-11
CN(CC(=O)Nc1cccc(F)c1)C(=O)C1(c2ccccc2)CC1,0%,-19%,2%,-2%,-5%,0,-0.6%,9%,2
COc1cc(CC(=O)OCC(=O)NCCc2ccc(S(N)(=O)=O)cc2)cc(OC)c1OC,3%,-17%,2%,-2%,-2%,8,0.1%,11%,-2
CC(C)(C)OC(=O)N[C@H](Cc1ccccc1)C(=O)N1CCC(C(=O)O)CC1,-7%,-2%,-12%,-2%,-1%,1,0.4%,0%,2
C=CCc1cc(OC)ccc1OCCOCCN1CCc2ccccc2C1,-20%,-17%,5%[57.1 µM],-1%,-8%,2,-0.5%,5%,-13
CCc1ccc(C(=O)NC2=NC(c3cc(OC)ccc3OC)CC(=O)N2)cc1 (configuration not stated),-2%,-1%,6%,1%,-5%,0,12%,-7%,-9
CCc1ccccc1S(=O)(=O)Cc1ccc(C(=O)NCc2cccs2)o1,-5%,-20%,0%,6%,3%,-2,0.6%,5%,-2

# Three of the compounds above, as tab-separated lines.
SMILES	Vif-A3F inh	USP1 inh	TrxR1 substrate	Vif-A3G inh	GRP78 ERSR act	PI4K2A inh	RXFP1 agonist	mIDH1 inhibitor	LDHA inh
CCc1ccc(C(=O)NC2=NC(c3cc(OC)ccc3OC)CC(=O)N2)cc1 (configuration not stated)	-2%	-1%	6%	1%	-5%	0	12%	-7%	-9
CN(CC(=O)Nc1cccc(F)c1)C(=O)C1(c2ccccc2)CC1	0%	-19%	2%	-2%	-5%	0	-0.6%	9%	2
O=S(=O)(Nc1cc(Cl)ccc1-n1cncn1)c1cc(Br)ccc1Br	2%	-22%	0%	-8%	-2%	-4	-0.8%	-1%	-2

# Next section
SMILES,Vif-A3F inh,USP1 inh,TrxR1 substrate,Vif-A3G inh,GRP78 ERSR act,PI4K2A inh,RXFP1 agonist,mIDH1 inhibitor,LDHA inh
Cn1c(C(=O)N2CCC(C(=O)N3CCN(Cc4ccc5c(c4)OCO5)CC3)CC2)cc2sccc21,9%,-22%,-4%[57.1 µM],5%,-2%,-6,-0.1%,0%,1
C=CCC(=O)NC1CC(C)(C)Cc2c1cnn2-c1ccc(C)cc1 (configuration not stated),-3%,-16%,-1%,2%,15%,1,1.6%,-2%,1
COCCOc1ccc(C(F)(F)F)cc1Nc1nc2ccccc2o1,2%,-26%,4%[57.1 µM],-4%,-2%,-9,2.0%,7%,5
COc1cc(NC(=O)COC(=O)CNC(=O)c2ccc(C)s2)cc(OC)c1,-19%,-15%,-2%,2%,-1%,-2,0.9%,0%,-9
COc1ccc(C2C(C(=O)N3CCN(C)CC3)c3ccccc3C(=O)N2C2CCCCC2)cc1 (configuration not stated),-4%,-13%,-4%,0%,-4%,-2,-2.2%,10%,-1
CC1(C)C2CCC1(C)C(OC(=O)C[n+]1ccccc1)C2 (configuration not stated),1%,-29%,4%,3%,-4%,-6,0.1%,-16%,-1
COC(=O)C(NC(=O)c1ccccc1C(=O)O)c1ccc2ccccc2c1 (configuration not stated),-1%,-14%,2%,-1%,1%,-2,2.2%,7%,1
Cc1cc(C)cc(N(C(=O)c2ccc(Br)o2)C2C=CS(=O)(=O)C2)c1 (configuration not stated),-11%,6%,4%[57.1 µM],1%,-3%,3,-1.2%,0%,-3
Cc1ccc(C)c(S(=O)(=O)NCC(=O)Nc2ccc3c(c2)OCO3)c1,0%,-7%,-8%,0%,-4%,4,0.4%,0%,-2
Cn1c(NCCc2ccncc2)nc2cc(-c3cccc(C(F)(F)F)c3)sc2c1=O,.,.,.,-4%,-1%,3,.,.,-4
COc1ccccc1N1CCN(S(=O)(=O)c2ccc(Br)s2)CC1,-26%,-6%,-3%,0%,0%,0,-0.9%,10%,4
CN1CCN(C(=O)c2ccccc2N(Cc2ccccc2)S(=O)(=O)c2ccccc2)CC1,-9%,-13%,3%,-1%,-2%,-1,0.7%,6%,-7
CSc1nc(O)c(C2OC(=O)c3ccccc32)c(=O)[nH]1 (configuration not stated),-6%,-9%,-4%,4%,-4%,3,1.0%,-7%,-9
CN(c1ccccc1)S(=O)(=O)c1ccc(Cl)c(C(=O)OCC(N)=O)c1,11%,-13%,5%,14%,-2%,-4,0.7%,-3%,-2
O=C(COc1ccc(/C=N/NC(=O)c2cc3ccccc3o2)cc1Br)Nc1ccccc1,-1%,?,210%[activator],-17%,16%,-20,9.7%,0%,-10
COc1ccc(NC(=O)Cn2c(=O)n(CCCC(=O)NCc3ccccc3Cl)c(=O)c3ccccc32)c(OC)c1,1%,-6%,-5%,0%,1%,1,-1.0%,2%,-8
CN(C)CC/C=C1\c2cc(Cl)ccc2Sc2cc(F)c(F)cc21,-30%,-15%,7%,-11%,-3%,9,.,19%,0
CC(OC(=O)/C=C/c1ccccc1)C(=O)Nc1ccc(C(N)=O)cc1 (configuration not stated),-4%,-8%,2%,-9%,-3%,-11,0.4%,-15%,-3
Cc1ccc(S(=O)(=O)c2nc(-c3ccco3)oc2SCC(=O)NCC2CCCO2)cc1 (configuration not stated),0%,-12%,5%,-3%,-3%,-1,0.3%,-7%,-4
Cc1nc(CS(=O)(=O)c2ccccn2)sc1C(=O)NNC(=O)c1ccc(Cl)cc1,11%,-9%,9%[57.1 µM],-2%,-3%,-1,-3.7%,-2%,-12
CCC(=O)Nc1ccc(NC(=S)NC(=O)/C=C/c2ccccc2)cc1,3%,-15%,-11%,-3%,-2%,-3,0.1%,-2%,-21
COc1ccc(F)cc1-c1cc(C(=O)NCc2cccc(C(F)(F)F)c2)[nH]n1,.,.,.,0%,-7%,6,.,.,-7
COc1ccc(NC(=O)c2cc(-c3ccccn3)nc3c(C)cc(C)cc23)c(C)c1,-16%,-17%,-9%,-16%,-3%,-5,1.2%,4%,-12
N#Cc1cn(Cc2cccc(Cl)c2)c2ccccc12,6%,-15%,-7%,-16%,-4%,5,-0.6%,-2%,-1
CCOC(=S)SCc1cn2ccccc2n1,-5%,-1%,15%[57.1 µM],2%,3%,-3,4.8%,1%,0
